Source: PubChem BioAssay
EPAC2 antag – blocks human EPAC2 exchange factor | Q8WZA2 | EPAC2 GEF exchange of Rap1B-BODIPY-GDP, fluorescence | Potency, µM (doses to about 114 µM), without a hit: at the top dose activity, negative = inhibition, actives largely listed as inhibitors | 360,000 compounds, 0.18% hits; also: potency is read from the fitted curve at half-maximal effect; % is scaled to controls: 0 for no effect and ±100 for the full control effect; nearly all actives have a fitted effect of over 45% in size; many of its hits are not listed in these tables
Mm-Cpn inhibitor – M. maripaludis TRiC chaperonin inhibition. purified Mm-Cpn ATPase, ADP Transcreener TR-FRET. Potency, µM (doses to about 76.9 µM), for the others: at the highest dose activity, negative = inhibition, actives largely listed as inhibitors. 330,000 compounds, 0.031% hits; also: potency is read from the fitted curve at half-maximal effect; % is scaled to controls: 0 for no effect and ±100 for the full control effect; nearly all actives have a fitted effect of over 80% in size
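ATP (10 uM final) was added to archaeal chaperonin (25 nM final) after 10 min exposure to test compound at 37°C; after 30 min further incubation, ADP was detected by competitive TR-FRET.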
PLK1 PBD block – PLK1 (human) polo-box domain binding inhibition; P53350; Plk1 PBD binding of FITC phosphopeptide, fluorescence polarization; Potency, µM, for inactives: max response, negative = inhibition, usual class: inhibitors; 360,000 compounds, 2.8% hits; also: potency is read from the fitted curve at half-maximal effect; series mostly up to about 57 µM; % is scaled to controls: 0 for no effect and ±100 for the full control effect; nearly all actives have a fitted effect of over 65% in size
CCT modulator – changes cytosolic chaperonin activity | purified chaperonin ATPase assay, HTRF ADP detection, 30 min | activity change, % (concentration not given with the values), hits read low | 360,000 compounds, 0.3% hits | AID 651819; in the data active = activity change below about -30%; also: % is scaled to controls: 0 for no effect and ±100 for the full control effect
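Nucleotide hydrolysis assay: TRiC at 20–40 nM final (set by batch activity) with 10 uM ATP, 30 min at 37 °C, in presence of 76 uM compound. Detection by competitive ADP HTRF, 30 min ambient.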
WRN inhibitor – blocks human WRN helicase | WRN helicase unwinding, fluorescent forked duplex, kinetic | Potency, µM (top dose mostly 114 µM), for the others: at the top dose activity change, negative = inhibition, actives largely listed as inhibitors | 360,000 compounds, 0.46% hits | AID 651768; also: potency is read from the fitted curve at half-maximal effect; % is scaled to controls: 0 for no effect and ±100 for the full control effect; nearly all actives have a fitted effect of over 55% in size
Target sequence (Q14191 whole entry, looked up): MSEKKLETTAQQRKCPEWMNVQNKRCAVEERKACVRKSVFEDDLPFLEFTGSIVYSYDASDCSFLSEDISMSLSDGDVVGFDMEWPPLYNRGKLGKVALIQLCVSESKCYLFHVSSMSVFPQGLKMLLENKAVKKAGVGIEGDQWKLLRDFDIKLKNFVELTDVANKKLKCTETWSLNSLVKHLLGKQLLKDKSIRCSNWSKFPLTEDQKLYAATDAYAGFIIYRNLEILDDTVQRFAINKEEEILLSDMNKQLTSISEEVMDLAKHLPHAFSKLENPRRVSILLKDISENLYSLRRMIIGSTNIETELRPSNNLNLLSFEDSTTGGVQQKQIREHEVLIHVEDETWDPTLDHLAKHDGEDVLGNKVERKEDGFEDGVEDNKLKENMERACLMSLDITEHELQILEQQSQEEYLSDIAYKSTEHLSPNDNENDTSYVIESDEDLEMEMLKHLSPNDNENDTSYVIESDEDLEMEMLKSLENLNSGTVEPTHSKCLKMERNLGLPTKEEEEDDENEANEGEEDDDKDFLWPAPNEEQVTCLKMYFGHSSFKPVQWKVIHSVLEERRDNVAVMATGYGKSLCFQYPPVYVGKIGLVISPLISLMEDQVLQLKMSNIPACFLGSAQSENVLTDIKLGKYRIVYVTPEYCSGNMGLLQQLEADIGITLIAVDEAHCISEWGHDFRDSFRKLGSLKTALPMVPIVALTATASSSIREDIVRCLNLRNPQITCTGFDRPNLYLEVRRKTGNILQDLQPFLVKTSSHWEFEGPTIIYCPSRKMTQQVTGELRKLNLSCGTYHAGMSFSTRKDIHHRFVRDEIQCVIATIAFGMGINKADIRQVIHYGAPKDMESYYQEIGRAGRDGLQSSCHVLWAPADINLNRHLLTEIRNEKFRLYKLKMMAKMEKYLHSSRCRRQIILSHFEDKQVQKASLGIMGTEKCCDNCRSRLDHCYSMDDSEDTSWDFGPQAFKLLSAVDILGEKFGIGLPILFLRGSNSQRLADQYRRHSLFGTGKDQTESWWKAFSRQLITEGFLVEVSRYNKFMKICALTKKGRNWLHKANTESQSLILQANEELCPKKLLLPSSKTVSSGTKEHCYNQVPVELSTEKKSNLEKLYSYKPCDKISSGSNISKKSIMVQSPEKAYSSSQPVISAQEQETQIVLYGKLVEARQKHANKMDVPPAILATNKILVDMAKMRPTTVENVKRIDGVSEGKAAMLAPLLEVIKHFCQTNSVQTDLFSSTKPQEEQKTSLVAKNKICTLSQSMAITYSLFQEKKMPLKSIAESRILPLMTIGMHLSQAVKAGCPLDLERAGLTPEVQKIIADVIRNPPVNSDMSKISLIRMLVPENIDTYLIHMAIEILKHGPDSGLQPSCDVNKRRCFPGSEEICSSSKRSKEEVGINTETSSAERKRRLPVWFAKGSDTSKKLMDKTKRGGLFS
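Enzyme (20 nM final) and test compound sit together 15 min at room temperature before substrate addition. Substrate is a single-forked duplex oligonucleotide (100 nM) labelled with fluorophore and quencher, with 2 mM ATP; helicase unwinding raises red fluorescence, read kinetically.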
PI5P4K alpha inh – PI5P4K alpha (human) kinase inhibition; P48426; PI5P4Kalpha enzyme, ADP-Glo luminescence, 60 min; stronger effect = lower value; max response, %; 330,000 compounds, 1.2% hits; AID 652105; active = max response of -50% or lower; inconclusive = between -30% and -50%; inactive = -30% or higher; also: value at the top dose of about 77 µM; % is scaled to controls: 0 for no effect and ±100 for the full control effect
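Reactions run in 0.038 M HEPES pH 7.4, 0.28 mM EGTA, 0.1% CHAPS and 5% DMSO, with PI5P4Kalpha, substrate, compound and 5 microM ATP final, one hour at room temperature. Readout is ADP-Glo luminescence.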
EPAC1 agonist – EPAC1 (human) agonism. O95398. EPAC1 agonist qHTS, biochemical assay; response scale: 100% = response to 6.5 mM cAMP. Potency, µM (top dose mostly 154 µM), for the others: top-dose activation, actives largely listed as activators. 360,000 compounds, 0.073% hits; also: potency is read from the fitted curve at half-maximal effect; nearly all actives have a fitted effect of over 60% in size
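Read-out is the fluorescence drop as BODIPY-GDP leaves Rap1B (480 nm excitation, 540 nm emission), recorded every 5 minutes over 30 minutes. Reactions held 100 nM EPAC1, 250 nM Rap1B–BODIPY-GDP and 50 uM GDP, with 6.5 mM cAMP setting full activation.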
EPAC1 antag – blocks human EPAC1 exchange factor; O95398; EPAC1 GEF assay, Rap1b-BODIPY-GDP exchange fluorescence; Potency, µM (doses to about 115 µM), inactives show at the highest dose activity change, negative = inhibition, usual class: inhibitors; 360,000 compounds, 0.14% hits;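 also: potency is read from the fitted curve at half-maximal effect; plate controls were vehicle for no effect and positive control for full effect; nearly all actives have a fitted effect of over 50% in size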
* marks the source's active call; other numbers are inactive results; ? = inconclusive; / = not tested or not shown; [ ] = another dose, or the depositor's remark. Unless noted, calls follow the shape of the dose curve; as a rule, active = well fitted curve in the direction sought with a large enough effect; inconclusive = small, poorly fitted or top-dose-only effect, or another doubt; inactive = no such curve, though single readings can be large; an effect the other way counts as inactive or inconclusive. The list is partial, so the mix of outcomes need not match the whole.

nr	structure	EPAC2 antag	Mm-Cpn inhibitor	PLK1 PBD block	CCT modulator
1	Cc1ccc(NC(=O)C2CCN(S(=O)(=O)c3ccc4c(c3)NC(=O)C(C)S4)CC2)cc1Cl (stereo not drawn)	-5%	-3%	0%	-0.8
2	CC(=O)NC(N1CCCCC1)C(F)(F)C(F)(F)C(F)(F)C(F)F (stereo not drawn)	-6%	0%	-9%	-7.6
3	Cc1cccc(CNS(=O)(=O)c2csc(C(N)=O)c2)c1	11%	0%	5%	0.3
4	CCCCNC(=O)CN(CCc1ccccc1)S(C)(=O)=O	7%	0%	-4%	-9.3
5	COc1ccc(-c2nn(CC(=O)Nc3ccc(Cl)c(Cl)c3)c(=O)c3ccccc23)cc1	-8%	-13%	-7%	-2.6
6	O=C(Nc1ccc(Oc2cccnc2)nc1)c1ccc(C(F)(F)F)cc1	-7%	0%	-6%	0.2
7	CCOC(=O)c1sc2nc(CSc3nc4ccccc4n3CC)[nH]c(=O)c2c1C	5%	-1%	7%	-5.9
8	Clc1ccc(Cn2cnc3ccccc32)cc1	-19%	0%	-4%	-1.5
9	CC(=O)Nc1ccc(NC(=O)C2(C)Cc3c(-c4cccc(C(F)(F)F)c4)ccnc3O2)cc1 (stereo not drawn)	?	/	5%	-0.9
10	CC(OC(=O)CNC(=O)c1ccccc1)C(=O)Nc1ccc(S(=O)(=O)N2CCOCC2)cc1 (stereo not drawn)	-3%	1%	-2%	-0.4
11	CCC(=O)Nc1nc(N)n(-c2ccccc2)n1	-2%	0%	-1%	-0.9
12	CNc1nc(-c2ccc(S(=O)(=O)N3CCCCC3)cc2)cs1	-7%	-15%	-23%	-0.8
13	Cc1cccc(S(=O)Cc2ccc(C(=O)N3CCOCC3)o2)c1 (stereo not drawn)	4%	0%	?	-6.1
14	O=C(Cc1coc(-c2ccc(F)cc2)n1)Nc1ccccc1	-5%	-2%	-7%	-2.4
15	COCC(=O)N[C@H]1C=C[C@@H](CC(=O)NCc2ccccc2OC)O[C@@H]1CO	14%	/	-7%	/

nr	WRN inhibitor	PI5P4K alpha inh	EPAC1 agonist	EPAC1 antag
1	1%	2	4%	-25%
2	-6%	/	-20%	-14%
3	4%	4	-10%	-5%
4	3%	/	4%	-3%
5	-30%	-10	14%	-24%
6	8%	-3	8%	10%
7	1%	-4	2%	19%
8	-7%	2	9%	0%
9	3%	0	-13%	-11%
10	3%	4	6%	6%
11	-3%	5	3%	-8%
12	-4%	0	-1%	-5%
13	3%	0	8%	8%
14	0%	13	5%	-12%
15	6%	-1	3%	3%

Along the list, as entered above.
EPAC1 antag, entries 5 to 13, in order: -24%, 10%, 19%, 0%, -11%, 6%, -8%, -5%, 8%

(continued)
nr	structure	EPAC2 antag	Mm-Cpn inhibitor	PLK1 PBD block	CCT modulator
16	O=C1N=C(N2CCOCC2)S/C1=C\C=C/c1ccccc1	-5%	-2%	-7%	0.5
17	COc1cc(NC(=O)COc2ccccc2[N+](=O)[O-])ccc1NC(=O)c1ccco1	-14%	-6%	-3%	-1.2
18	CC(C)CN(C(=O)COC(=O)C12CC3CC(CC(O)(C3)C1)C2)C1CCS(=O)(=O)C1 (stereo not drawn)	-1%	0%	-29%	0.2
19	Cn1cc(CCNC(=O)CC2C(=O)NCCN2Cc2cccc(Oc3ccccc3)c2)cn1 (stereo not drawn)	20%[57.1 µM]	-5%	?	3.3
20	COc1ccc(-c2cc(C(=O)N/N=C(\C)c3cccnc3)c3ccccc3n2)c(OC)c1	6%	-6%	-2%	-2.2
21	COc1cc(C)c(S(=O)(=O)NC2CC(C)(C)NC(C)(C)C2)cc1C	12%	0%	2%	1.8
22	COc1ccc2c(c1)[nH]c1c(=O)n(CCN3CCCC3)cnc12	1%	0%	-10%	0.6
23	CN(CC(=O)Nc1ccc(N2CCOCC2)cc1)C(=O)c1cc(F)c(F)cc1Cl	4%	-3%	-7%	-1.7
24	Cc1ccccc1-n1c(=O)c2ccccc2n2cnnc12	11%	0%	2%	-1.1
25	O=c1c(/C=C(\O)c2ccccc2)nc2ccccc2n1-c1ccccc1	104%[activator]	2%	?	-2.0
26	Cc1ccc(S(=O)(=O)N(CCc2ccccc2)c2ccc3c(c2)C2CC3CCN2C(=O)OCc2ccccc2)cc1 (stereo not drawn)	8%	/	-10%	-4.2
27	COc1ccc(NC(=S)NNc2ccc([N+](=O)[O-])cc2S(=O)(=O)Nc2ccc(C)cc2C)cc1	-1%	-2%	27µM*	-0.1
28	COc1ccccc1-n1c(SCC(=O)NC2CCS(=O)(=O)C2)nc2ccccc2c1=O (stereo not drawn)	-5%	0%	-9%	2.8
29	Cc1nc(C(=O)NC2CC2)sc1C1(C)CC(c2ccccc2)=NO1 (stereo not drawn)	2%	0%	2%	0.7
30	O=C(Nc1cc(-c2nn(CC(=O)N3CCCCC3)c(=O)c3ccccc23)ccc1N1CCOCC1)c1ccc(Cl)cc1	-6%	0%	-1%	0.1

nr	WRN inhibitor	PI5P4K alpha inh	EPAC1 agonist	EPAC1 antag
16	-12%	-6	3%	0%
17	-7%	-2	-9%	-17%
18	-4%	0	4%	-5%
19	-8%	-19	-10%	17%
20	-24%	-3	1%	-9%
21	5%	5	0%	6%
22	-17%	5	15%	-9%
23	3%	-2	7%	10%
24	1%	0	-5%	12%
25	56µM*	1	100µM*	396%[activator]
26	1%	-6	-16%	19%
27	?	?	-6%	-28%
28	-4%	2	5%	-25%
29	3%	8	-10%	-15%
30	2%	0	3%	6%

Just CCT modulator, EPAC1 antag and PI5P4K alpha inh, for two of the compounds above:
cpd	structure	CCT modulator	EPAC1 antag	PI5P4K alpha inh
17	COc1cc(NC(=O)COc2ccccc2[N+](=O)[O-])ccc1NC(=O)c1ccco1	-1.2	-17%	-2
18	CC(C)CN(C(=O)COC(=O)C12CC3CC(CC(O)(C3)C1)C2)C1CCS(=O)(=O)C1 (stereo not drawn)	0.2	-5%	0

In the list so far, these have a furan ring, fused or not.
nr	structure	EPAC2 antag	Mm-Cpn inhibitor	PLK1 PBD block	CCT modulator
13	Cc1cccc(S(=O)Cc2ccc(C(=O)N3CCOCC3)o2)c1 (stereo not drawn)	4%	0%	?	-6.1
17	COc1cc(NC(=O)COc2ccccc2[N+](=O)[O-])ccc1NC(=O)c1ccco1	-14%	-6%	-3%	-1.2

nr	WRN inhibitor	PI5P4K alpha inh	EPAC1 agonist	EPAC1 antag
13	3%	0	8%	8%
17	-7%	-2	-9%	-17%

Additional entries
nr	structure	EPAC2 antag	Mm-Cpn inhibitor	PLK1 PBD block	CCT modulator
31	COC(=O)C[C@H]1C[C@@H]2c3cc(NS(=O)(=O)c4cccc(OC)c4)ccc3O[C@@H]2[C@@H](CO)O1	8%	/	-17%	-1.7
32	O=C(Nc1ccc(N2C(=O)C3C4C=CC(C4)C3C2=O)cc1Cl)c1cccs1 (stereo not drawn)	-5%	0%	4%	-0.8
33	COc1ccc(-n2c(=O)c3c(C)c(C)sc3n(Cc3cccc(F)c3)c2=O)c(OC)c1	-9%	2%	-17%	2.4
34	CC(C)CC1(C(=O)NCc2ccccn2)C=CCN1C(=O)c1ccccc1 (stereo not drawn)	31%[activator]	-1%	2%	0.9
35	Cc1ccc(C(=O)N(CC(=O)NC2CCCCC2)c2ccccc2F)s1	19%	0%	-3%	-17
36	Cc1cc(C(=O)Nc2ccc(S(=O)(=O)Nc3onc(C)c3C)cc2)c(C)o1	11%	-5%	-13%	3.4
37	CC(C)COc1ccc(C(=O)Nc2ccc(SC(F)F)cc2)cc1	7%	0%	0%	-2.0
38	Cc1ccccc1OCc1nnc(SCc2cc(=O)[nH]c3ccccc23)o1	-1%	2%	-15%	-2.9
39	Cc1cc(C)c(NC(=O)c2c[nH]c(=S)n2-c2ccc(F)cc2)c(C)c1	7%	-1%	-2%	1.2
40	O=C(O)c1cccc(N=NN2CCOCC2)c1	-4%	0%	-5%	0.9
41	CCc1nc2ccc(C(=O)NCCOc3ccc(OC)cc3)cn2c1N(C)CCCc1ccccc1	-13%	/	-8%	-0.3
42	O=C(O)c1ccc(/C=C2\SC(=S)N(NC(=O)c3ccccc3)C2=O)cc1	0%	-7%	-13%	0.1
43	COc1ccc(Cn2c(=O)[nH]c3cc(C(=O)NC4CCCC4)ccc3c2=O)cc1	2%	-1%	-4%	0.6
44	O=C(Nc1ccc(Cl)cc1)N1CCN(Cc2ccc3c(c2)OCO3)CC1	-9%	1%	-4%	-0.4
45	O=C(O)CCNC(=O)c1ccccc1	17%	2%[15.4 µM]	-3%	0.6

nr	WRN inhibitor	PI5P4K alpha inh	EPAC1 agonist	EPAC1 antag
31	-2%	6	-14%	2%
32	-2%	-5	0%	10%
33	7%	3	-11%	-24%
34	7%	1	-15%	15%
35	-9%	3	-6%	7%
36	-24%[57.1 µM]	/	-19%	-14%
37	-2%	4	-5%	-5%
38	-3%	/	3%	-1%
39	1%	2	-5%	14%
40	-3%	3	0%	-12%
41	-10%	15	-1%	-16%
42	-12%	-12	1%	4%
43	-3%	2	7%	?
44	-3%	6	10%	9%
45	/	3	0%	-7%

The listing continues.
nr	structure	EPAC2 antag	Mm-Cpn inhibitor	PLK1 PBD block	CCT modulator
46	Cc1ccc(C)c(/C=N/Nc2nc3ccccc3c(=O)n2O)c1	8%	1%	24µM*	-2.1
47	O=C(c1ccccc1)c1ncc[nH]1	10%	1%	-28%	-0.9
48	Cc1ccc(S(=O)(=O)N2CCCC2C(=O)Nc2nc3ccccc3s2)cc1 (stereo not drawn)	-10%	2%	-14%	-0.6
49	COc1ccccc1N1CCN(C(=O)c2ccccc2SCC(=O)NCc2ccco2)CC1	-1%	2%	-23%	-2.5
50	COc1ccc(/C=N/N=C(\N)c2nonc2N)cc1	-1%	-1%	1%	-0.8

nr	WRN inhibitor	PI5P4K alpha inh	EPAC1 agonist	EPAC1 antag
46	-5%[11.6 µM]	?	0%	-27%
47	8%	3	8%	-5%
48	-13%	/	14%	-17%
49	7%	-10	-8%	3%
50	-10%	-18	-3%	7%
